Vif inh: HIV Vif inhibition; AID 602346; HEK293T cells, Vif self-association by quenched fluorescence, imaging, 24 h; inhibition, % at 7.49 µM; actives 0.35% (n = 340,000); in the data active means inhibition above about 50%, passing the limit was not always enough; further: some results filed as inactive read as strong as hits
CaV13 FRET inh: Disruptors of the CACNA1D IQ motif to Ca2+-dependent inactivation inhibitor domain association, primary screening, Förster resonance energy transfer in intact living …; HEK cells, CFP/YFP FRET ICDI-IQ, plate reader, 10 min; percent FRET-ratio fall versus neutral wells; inhibition, % at 12.3 µM; actives 0.098% (n = 340,000);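 active means mean replicate inhibition of at least 30% and at least 1% of replicates passing that level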;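 further: 0% = median of the neutral control wells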
CF NFkB inh: cystic fibrosis NF-kB activation inhibition. actives 0.86% (n = 360,000). KKLEB NF-kB-GFP reporter, PAF-induced, GFP fluorescence overnight. AID 588850. inhibition, % at 5 µM;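 active means at least 50% inhibition at 5 µM, scaled per plate between neutral and stimulator controls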;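 further: PAF is a Pseudomonas aeruginosa culture filtrate used as stimulus; plate controls were PAF-stimulated DMSO wells for no effect and unstimulated DMSO wells for full effect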
Peg3 prom inh: reduces Peg3 promoter-driven luciferase expression in HeLa; HeLa PEG-Prom luciferase reporter, luminescence, overnight; inhibition, % at 20 µM; actives 1.7% (n = 360,000); AID 588405;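 active means inhibition of at least 50% at 20 µM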
NR2E3 ag-1: human photoreceptor-specific nuclear receptor agonism. Q9Y5X4. CHO-S Gal4-NCOR/VP16-NR2E3 two-hybrid, luciferase. inhibition of corepressor binding, % at 3.98 µM. actives 0.35% (n = 360,000). AID 602229;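 active means inhibition above the mean of all tested compounds plus 3 SD, cut at about 70% in these data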;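 further: 0% = DMSO with NR2E3 transfected cells and 100% = cells lacking NR2E3 construct; higher means lower luciferase signal from less NR2E3 corepressor binding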
Target sequence (Q9Y5X4 whole entry, looked up, the tested form may be a part): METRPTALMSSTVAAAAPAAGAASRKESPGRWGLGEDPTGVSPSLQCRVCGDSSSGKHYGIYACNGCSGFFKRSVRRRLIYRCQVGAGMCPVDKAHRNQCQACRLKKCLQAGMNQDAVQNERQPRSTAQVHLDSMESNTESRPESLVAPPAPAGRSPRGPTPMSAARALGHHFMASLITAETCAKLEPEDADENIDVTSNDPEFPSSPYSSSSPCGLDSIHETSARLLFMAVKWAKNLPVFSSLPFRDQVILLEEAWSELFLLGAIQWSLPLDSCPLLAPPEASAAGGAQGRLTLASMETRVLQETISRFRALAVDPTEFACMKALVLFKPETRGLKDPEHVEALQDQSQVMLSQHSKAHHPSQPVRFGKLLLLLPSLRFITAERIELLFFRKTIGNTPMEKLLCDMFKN
TRPM1 prom inh: MITF TRPM1 promoter inhibition in SK-MEL-5 cells. SK-MEL-5 TRPM1 promoter luciferase, 24 h. inhibition, % at 12.5 µM. actives 0.83% (n = 330,000). AID 488899;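 active means mean inhibition across replicates of 60% or more, whatever share of single replicates reaches that level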; further: values of inactives mirror those of a sister screen read the other way
KKLEB tox: reduces viability of KKLEB cystic fibrosis airway cells | actives 0.36% (n = 360,000) | KKLEB CF airway cells viability, ATPlite luminescence, overnight; stronger effect = lower value; cells stimulated with P. aeruginosa culture filtrate | activity change (cytotoxicity), % at 5 µM;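 active means corrected activity change at or below -50% at 5 µM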
NR2E3 ag-2: agonists of human nuclear receptor NR2E3. Q9Y5X4. GST-NR2E3/biotin-RetCOR TR-FRET, 1536-well. inhibition of corepressor binding, % at 4.78 µM. actives 0.12% (n = 320,000). AID 2300;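 active means percent inhibition above the cutoff of mean plus 3 SD of all tested compounds, set per screening campaign, cut at about 20% in these data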;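 further: 0% = DMSO wells and 100% = biotin wells as full block of FRET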
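Material: NR2E3–RetCOR corepressor complex / Incubation: Compound–protein incubation for 5 h at 4 °C / Dosing: compound at 4.8 µM, single dose / Detection: time-resolved FRET / Benchmarks: high control biotin, low control 0.6% DMSO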
PDI inh: blocks human protein disulfide isomerase activity. P07237. PDI insulin aggregation turbidity, A650, 90 min. inhibition, % at 10 µM. actives 0.052% (n = 350,000);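 active means mean inhibition across replicates of 30% or more, whatever share of single replicates reach that level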;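 further: absorbance from insulin aggregation driven by PDI reduction with DTT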
Target sequence (P07237 whole entry, looked up): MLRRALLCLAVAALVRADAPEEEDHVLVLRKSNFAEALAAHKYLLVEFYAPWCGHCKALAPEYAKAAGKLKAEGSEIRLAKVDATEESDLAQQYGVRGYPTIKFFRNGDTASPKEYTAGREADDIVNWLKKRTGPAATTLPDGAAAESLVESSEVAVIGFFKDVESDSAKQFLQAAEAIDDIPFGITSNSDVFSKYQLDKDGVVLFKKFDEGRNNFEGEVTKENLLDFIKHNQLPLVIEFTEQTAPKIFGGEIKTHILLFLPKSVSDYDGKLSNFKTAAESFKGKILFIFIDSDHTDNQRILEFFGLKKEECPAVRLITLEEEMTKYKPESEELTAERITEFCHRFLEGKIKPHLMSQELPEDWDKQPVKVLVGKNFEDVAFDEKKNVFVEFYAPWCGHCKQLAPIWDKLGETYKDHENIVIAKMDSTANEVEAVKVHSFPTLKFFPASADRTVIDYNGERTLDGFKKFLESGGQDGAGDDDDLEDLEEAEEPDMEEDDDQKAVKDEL
HIF-2a inh: blocks HIF-2a reporter activity; 786-0 RCC cells HIF-2a reporter, luciferase luminescence, overnight; inhibition, % at 18.8 µM; actives 0.72% (n = 360,000);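 active means inhibition of the luminescence signal of 40% or more relative to plate controls, in a single-dose primary screen at 18.75 µM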
Shn3 3UTR inh: Schnurri-3 reporter inhibition in Clone20 osteoblasts | Clone20 osteoblast Shn3 3'UTR firefly luciferase, 24 h | inhibition, % at 12.5 µM | actives 0.52% (n = 360,000) | AID 588674;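 active means mean inhibition of at least 75% with every replicate also reaching 75%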;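 further: 0% = median of neutral control wells and 100% = pilot-screen positive control compound; some compounds past the cut are filed as inactive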
* hit, by the source's call; . = no result given; & = joins results of further samples; ! = not confirmed by another sample.

SMILES	Vif inh	CaV13 FRET inh	CF NFkB inh	Peg3 prom inh	NR2E3 ag-1	TRPM1 prom inh	KKLEB tox	NR2E3 ag-2	PDI inh	HIF-2a inh	Shn3 3UTR inh
Nc1c(C(=O)NCc2ccc3c(c2)OCO3)nnn1CC(=O)Nc1ccc(Br)cc1	18	-2	2	25	-24	20	-18	2	1	14	28
CCC(=O)c1ccc(OCC(=O)OCC(=O)NCC2CCCCC2)cc1	-10	-4	-9	8	-17	1	9	-5	10	22	-6
Cc1ccc2c(CN3CCCCC3CCO)cc(=O)oc2c1 (configuration not stated)	-3	-3	-3	4	4	19	-4	-1	5	6	-16
COc1ccc(CC(=O)NCC(=O)N=Nc2c(O)[nH]c3ccccc23)cc1	6	-6	-16	-4	-8	-8	3	2	9	-1	17
COCCNC(=O)C(c1ccc(F)cc1)N(C(=O)CCC(=O)Nc1ccccn1)C1CCCCC1 (configuration not stated)	7	-4	7	21	7	-12	6	3	-2	13	-17
Cc1ccc(NC(=O)Cn2cnc3sc(C(=O)NCc4ccco4)c(C)c3c2=O)cc1Cl	-5	-10	-1	2	-12	1	-17	3	-5	2	7
O=C(CC1C(=O)OCN1C(=O)OCc1ccccc1)OCC(=O)c1ccccc1 (configuration not stated)	4	0	-17	-1	11	0	5	-1	1	-4	1
COc1ccccc1CNC(=O)CC12CC3CC(CC(Br)(C3)C1)C2	4	-4	-8	-15	-33	3	10	-8	16	9	-6
COCc1c(C(=O)N2CCN(c3ccc(C(F)(F)F)cn3)CC2)oc2ccccc12	4	-2	20	12	0	-6	6	-1	0	14	-4
CCCCNC(=O)Nc1ccc(Br)cn1	-14	-5	8	-109	-28	-15	-2	-2	-3	-88	-11
Cc1ccc(C)c(NC(=S)N=Nc2c(O)n(C)c3ccc(S(=O)(=O)N4CCOCC4)cc23)c1	2	-3	-14	34	17	12	-4	1	-7	22	73
COCCN1C(=O)N(c2ccccc2)C(=O)C1CC(=O)Nc1cc(OC)cc(OC)c1 (configuration not stated)	2	-3	-3	41	23	-4	5	2	10	18	13
CC(=O)c1ccc(S(=O)(=O)N2CCN(C(=O)c3ccc(N)c([N+](=O)[O-])c3)CC2)cc1	-3	-3	8	10	-6	1	-2	0	-4	3	6
C=CCn1c(CCc2ccc(OC(C)C)cc2)n[nH]c1=S	9	-5	-20	-82	-40	-13	8	2	-5	-87	-2
Nc1nc(-c2ccccc2)nn1C(=O)c1ccco1	0	14	-24	-9	-3	4	-7	1	-1	-3	11

Next section; the last 4 above are carried over.
SMILES	Vif inh	CaV13 FRET inh	CF NFkB inh	Peg3 prom inh	NR2E3 ag-1	TRPM1 prom inh	KKLEB tox	NR2E3 ag-2	PDI inh	HIF-2a inh	Shn3 3UTR inh
COCCN1C(=O)N(c2ccccc2)C(=O)C1CC(=O)Nc1cc(OC)cc(OC)c1 (configuration not stated)	2	-3	-3	41	23	-4	5	2	10	18	13
CC(=O)c1ccc(S(=O)(=O)N2CCN(C(=O)c3ccc(N)c([N+](=O)[O-])c3)CC2)cc1	-3	-3	8	10	-6	1	-2	0	-4	3	6
C=CCn1c(CCc2ccc(OC(C)C)cc2)n[nH]c1=S	9	-5	-20	-82	-40	-13	8	2	-5	-87	-2
Nc1nc(-c2ccccc2)nn1C(=O)c1ccco1	0	14	-24	-9	-3	4	-7	1	-1	-3	11
COc1ccc(Cl)cc1NC(=O)CCN1CCN(C)CC1	-1	.	9	2	6	6	0	3	3	10	6
FC(F)(F)c1cccc(-c2ccc(/C=N/Nc3nncc(-c4ccccc4)n3)o2)c1	6	8	-13	3	-26	-11	2	1	-9	16	-1
COc1ccc(NC(=O)CCCNC(=O)Cn2cnc3sc4c(c3c2=O)CCCC4)cc1OC	3	-2	-5	15	-20	15	-8	3	0	15	17
Cc1cc(C)cc(NS(=O)(=O)Cc2ccccc2)c1	-7	-20	-23	-13	-27	6	9	2	4	-33	13
Cc1cccc(C(=O)NNC(=O)c2cccc(C)c2)c1	4	-3	0	-27	-2	5	6	0	2	-34	10
CCC(=O)N1N=C(c2ccc(NS(=O)(=O)CC)cc2)CC1c1ccc(C)cc1 (configuration not stated)	3	-4	-15	-13	-5	-30	1	2	7	-13	-18
Cc1ccc(N(CC(=O)NC2CCCC2)C(=O)CNC(=O)c2cccs2)cc1F	-4	-4	11	5	2	9	-3	1	7	10	-4
CCC(=O)N1CC23C=CC(CC2CC12CCCCC2)O3 (configuration not stated)	.	-4	0	4	6	8	7	-1	2	12	-2
O=C(CN(c1ccccc1)S(=O)(=O)c1ccccc1)NCCSc1ccccn1	-2	-4	-2	22	-25	8	10	1	-1	9	14
CCC(C)(C)NC(=O)c1ccc(S(=O)(=O)N(C)c2ccccc2OC)cc1	-6	-3	12	3	6	0	-6	0	1	4	2
CC(C)c1nc2oc3c(=O)[nH]cnc3c2c2c1CCC2	-2	-6	10	9	0	12	-4	-1	-6	28	-17
Nc1c(C(=O)NCCN2CCOCC2)c2nc3ccccc3nc2n1CCc1ccccc1	0	-2	-8	17	-18	-17	0	0	1	-46	10
CCOC(=O)c1cnc2ccc(C)cc2c1NCCO	-4	.	-8	10	-30	20	3	-1	1	13	6
Cc1ccc([N+](=O)[O-])c(OCC(=O)OCC(=O)c2ccccc2)c1	7	-3	1	-9	0	7	8	1	-10	9	-23
NCC1CCC(C(=O)Oc2ccc(CCC(=O)O)cc2)CC1 (configuration not stated)	15	-4	9	19	-8	16	-2	3	1	32	-20
O=C(c1cc(-c2ccncc2)nc2ccc(Cl)cc12)N1CCN(Cc2ccc3c(c2)OCO3)CC1	1	-12	-2	35	6	-1	-20	1	4	1	27
COc1ccc(C(=O)NC(C)c2ccncc2)cc1S(=O)(=O)N(C)Cc1ccccc1 (configuration not stated)	.	-5	-9	0	-11	-6	-7	-1	6	6	6
COc1ccc2nc(C)cc(Nc3ccc(C)cc3)c2c1	6	-3	-20	24	14	13	10	.	2	10	8
O=c1cc(-c2ccccc2)[nH]n1-c1ccc([N+](=O)[O-])cc1	-3	-7	59*	-72	-27	3	-55*	8	-6	-156	21
COc1ccc(CN=Cc2c(C(=O)O)[nH]c3ccccc23)cc1	-5	-13	1	18	-15	-22	-4	5	-4	20	-16
CCOC(=O)C1=CNS(=O)(=O)NC1CCc1ccccc1 (configuration not stated)	1	-5	12	6	16	-12	-8	.	-2	1	-17
CCOc1ccc(S(=O)(=O)NCCC(=O)N2CC(C)OC(C)C2)cc1 (configuration not stated)	5	-6	-15	4	-26	-12	6	0	3	7	-2
CCC1CCCCN1CCCNC(=O)c1ccc2nc(N3CCCCC3)sc2c1 (configuration not stated)	2	-3	-20	-100	-93	-91	9	-4	0	-78	-103
Cn1c(SCc2nnc(-c3ccccc3Br)o2)nc2sc3c(c2c1=O)CCC3	0	-5	8	-4	2	-1	-7	2	-4	11	11
CCOC(=O)C1CCN(C(=O)COc2ccc3c(c2)OCO3)CC1	-7	-4	-11	-39	1	-6	6	0	-2	15	9
CCN1CCN(Cc2ccc(NC(=O)c3cc(NC(=O)c4cc5cccc(OC)c5o4)cc(OC)c3)cc2C(F)(F)F)CC1	-3&6	-13&-6	55*!	104*	-5&-7	18	-53*!	-2	-1&4	7&-3	99*
C/C(=N/NC(=O)CNC(=O)c1cccnc1)c1ccccc1	1	-2	-10	-5	-22	1	13	-1	7	9	6
CCCCN1CC(C(=O)NC2CCCCC2)CC1=O (configuration not stated)	1	.	-11	17	-8	-14	-4	1	-2	14	-3
Cc1nn(C)c(Oc2cccc(Cl)c2)c1C(=O)O	0	-5	-6	7	5	9	-1	0	0	11	-9
COc1ccc(/C=C(\C#N)C(=O)N=CN(C)C)cc1	-1	-5	14	-43	3	5	-5	1	-1	-24	-6
COc1ccc(S(=O)(=O)N(C)CC(=O)NC2CCCCC2)cc1OC	0	.	6	13	-9	7	6	3	-20	-2	14
O=C(COc1ccc(Cl)cc1Cl)NCCC1=CCCCC1	4	.	7	-23	-26	0	-7	-2	-1	-51	16
O=C(CC1SC(=Nc2cccc3ccccc23)N(Cc2ccccn2)C1=O)Nc1ccccc1Br (configuration not stated)	1	-6	12	32	-2	2	-15	-1	13	8	-2
O=C(COc1ccc(Cl)cc1Cl)NN1C(=O)C2C3C=CC(C3)C2C1=O (configuration not stated)	-11	-5	-2	-2	28	-18	-8	1	-1	14	-31
COc1ccc(OC)c(NC(=O)CSc2nnc(Cn3nnc4ccccc43)n2C)c1	3	-4	4	10	-2	2	-3	4	-4	7	0
COc1ccc(C2COC(=O)C2=N)c(NC(=O)c2ccccc2)c1 (configuration not stated)	1	-4	1	0	6	15	8	-1	-2	5	12
O=S(=O)(NC(=S)NC1CCCCC1)c1ccc(Cl)cc1	-1	-7	8	3	-6	-3	5	-2	2	9	10
O=C(CSc1n[nH]c(-c2ccccc2)n1)Nc1ncccn1	20	-6	-5	-34	-26	-13	11	0	-10	-99	2
CC(C)(C)C(=O)Nc1ccc(-c2cn3cccnc3n2)cc1	0	-19	-4	-218	-63	-59	-4	0	7	-232	-75
CCc1nccn1S(=O)(=O)c1cccc([N+](=O)[O-])c1	9	-2	-3	-15	-13	-4	2	-3	-4	3	-18
COc1cnc(-c2ccccn2)nc1Sc1cccc(Cl)c1	-2	-4	-2	11	52	6	-4	0	-10	-3	69
COc1ccc(OC)c2[nH]c(=O)c(CCNC(=O)COc3ccccc3)cc12	-8	1	-7	11	9	0	-1	0	1	18	5
COc1ccccc1NC(=O)C/C(C)=N/NC(=O)COc1c(Br)cc(Br)cc1OC	3	-18	-3	17	6	14	4	0	10	11	-7
NCc1csc(Nc2ccc(C(=O)c3ccccc3)cc2)n1	5	-5	34	-93	14	.	-7	.	-3	-13	3
COc1ccc(-c2nc(-c3ccccc3)no2)c(OC)c1	-11	-9	-36	48	-30	45	-46	1	-7	59*	36
Cc1nc(/C(N)=N/OC(=O)c2c(-c3ccccc3Cl)noc2C)cs1	-5	-4	14	14	-20	6	-26	4	2	26	9
CCN(CC(=O)Nc1ccc(OC)cc1)C(=O)c1oc2c(Cl)cccc2c1C	-7	-6	3	22	-1	13	-19	1	8	10	-11
C=CCCC(=O)N1C[C@H]2CCN(C)[C@H]2C[C@H]1c1ccc(Br)cc1	-8	-6	-2	-13	10	.	-4	.	.	0	-2
Cc1onc(-c2c(F)cccc2Cl)c1C(=O)ONC(=O)c1ccccc1	17	-20	-9	7	-11	3	-6	-1	5	10	10
CCCCn1c(SCC(=O)N2CCC(C)CC2)nc2ccsc2c1=O	-17	-3	-8	7	-48	5	-5	-1	-4	-8	14
CS(=O)(=O)N1N=C(c2ccco2)CC1c1ccccc1 (configuration not stated)	-4	-3	-10	1	-26	-2	-3	-2	12	-6	9

High-throughput results: PubChem, several laboratories
